VHR inh abs = inhibitors of human VHR1 phosphatase (DUSP3). P51452. recombinant VHR phosphatase, pNPP absorbance. inhibition, % at 13.3 µM. 290,000 compounds, 0.52% hits. AID 1654; in the data active = inhibition above about 50%; note: some compounds called inactive have numbers as strong as hits
Target sequence (P51452 whole entry, looked up): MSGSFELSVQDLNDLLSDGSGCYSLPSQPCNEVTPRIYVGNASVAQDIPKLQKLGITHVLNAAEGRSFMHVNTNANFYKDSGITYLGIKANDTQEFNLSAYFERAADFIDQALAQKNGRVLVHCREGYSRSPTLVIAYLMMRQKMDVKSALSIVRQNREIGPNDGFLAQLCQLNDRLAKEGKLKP
GDH-TPI inh = inhibits GDH-TPI coupling enzymes, artifact for Mtb FBA screen. GDH-TPI coupled enzyme counterscreen, NADH absorbance. inhibition, % at 4.8 µM. 360,000 compounds, 1.2% hits. AID 588335; in the data active = inhibition above about 30%;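 note: 0% = DMSO wells and 100% = wells lacking the enzyme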
3CLpro inhibitor = SARS-CoV 3CLpro protease inhibition. P0C6X7. recombinant SARS-CoV 3CLpro, quenched FRET peptide cleavage. inhibition, % at 6 µM. 290,000 compounds, 0.14% hits. AID 1706; in the data active = inhibition above about 12%
Mtb FBA inh = inhibitors of M. tuberculosis fructose-bisphosphate aldolase; 360,000 compounds, 2.3% hits; inhibition, % at 1 µM; AID 588726; purified M. tuberculosis FBA, fluorescence read-out; in the data active = inhibition above about 27%;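 note: 0% = vehicle and 100% = reference inhibitor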
Target sequence (P9WQA3 whole entry, looked up): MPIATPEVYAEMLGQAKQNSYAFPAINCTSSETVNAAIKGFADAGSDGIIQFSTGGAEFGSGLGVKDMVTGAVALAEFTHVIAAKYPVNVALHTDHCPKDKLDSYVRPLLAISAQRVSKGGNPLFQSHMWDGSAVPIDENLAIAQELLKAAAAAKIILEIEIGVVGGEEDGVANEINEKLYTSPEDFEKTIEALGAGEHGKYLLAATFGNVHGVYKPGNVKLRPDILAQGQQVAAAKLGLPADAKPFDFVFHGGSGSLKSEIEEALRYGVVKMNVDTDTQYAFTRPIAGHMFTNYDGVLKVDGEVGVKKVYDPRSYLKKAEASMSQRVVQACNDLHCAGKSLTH
PriA SSB inh = inhibitors of Klebsiella pneumoniae PriA binding to SSB C-terminal tail; AlphaScreen SSBct-PriA binding, biotinylated peptide; inhibition, % at 33 µM; 430,000 compounds, 0.6% hits; in the data active = inhibition mostly above about 37%, no sharp cut-off; inactive = mostly below about 20%;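 note: plate controls were negative control peptide for no effect and reference peptide for full effect; strong numbers were not always called active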
MazEF act = MazEF (E. coli) toxin RNase activation; P0AE70; FAM/BHQ RNA-DNA oligo cleavage fluorescence, 5 h; activation, % at 20 µM; 350,000 compounds, 0.32% hits; AID 504720; in the data active = activation above about 50%
Target sequence (P0AE70 whole entry, looked up): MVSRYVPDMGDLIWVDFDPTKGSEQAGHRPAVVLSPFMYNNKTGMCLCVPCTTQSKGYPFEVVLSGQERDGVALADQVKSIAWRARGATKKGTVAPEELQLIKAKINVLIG
Rv3671c inh = inhibits the M. tuberculosis serine protease Rv3671c | P9WHR9 | inhibition, % at 5.96 µM | 320,000 compounds, 0.048% hits | AID 2606; in the data active = inhibition above about 38%;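 note: extracellular domain of Rv3671c used as enzyme; 0% = enzyme with DMSO and 100% = no enzyme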
Mtb UGM inh = inhibitors of M. tuberculosis UDP-galactopyranose mutase. purified UGM, fluorescence polarization probe displacement. inhibition, % at 10 µM. 320,000 compounds, 0.06% hits; in the data active = inhibition above about 10%, passing the limit was not always enough
Target sequence (P9WIQ1 whole entry, looked up): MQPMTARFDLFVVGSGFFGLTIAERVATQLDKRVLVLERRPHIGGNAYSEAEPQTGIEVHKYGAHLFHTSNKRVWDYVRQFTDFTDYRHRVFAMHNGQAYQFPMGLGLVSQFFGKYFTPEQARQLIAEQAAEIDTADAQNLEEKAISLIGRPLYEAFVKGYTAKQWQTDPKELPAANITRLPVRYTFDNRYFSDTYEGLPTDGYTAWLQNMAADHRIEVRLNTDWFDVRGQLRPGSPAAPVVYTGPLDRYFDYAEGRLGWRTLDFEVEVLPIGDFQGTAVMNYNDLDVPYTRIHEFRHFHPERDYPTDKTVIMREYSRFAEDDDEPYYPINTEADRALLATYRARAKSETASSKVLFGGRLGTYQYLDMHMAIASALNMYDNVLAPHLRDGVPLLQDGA
BH1578 lux ind = inducers of Vibrio cholerae quorum light production without autoinducers. V. cholerae BH1578 lux reporter, luminescence, 6 h. activation, % at 18.7 µM. AID 588436. 350,000 compounds, 0.16% hits; in the data active = activation mostly above about 9.7%, no sharp cut-off; note: not every result past the cut was called active; inactives centre near 0; reference of the scale not given here
Mtb BioA inh = inhibitors of Mycobacterium tuberculosis BioA enzyme | purified M. tuberculosis BioA enzyme, plate reader | inhibition, % at 9.99 µM | 360,000 compounds, 0.096% hits; in the data active = inhibition above about 40%
Numbers without * were called inactive; i = inactive; · = not tested or not shown.

SMILES	VHR inh abs	GDH-TPI inh	3CLpro inhibitor	Mtb FBA inh	PriA SSB inh	MazEF act	Rv3671c inh	Mtb UGM inh	BH1578 lux ind	Mtb BioA inh
Oc1ccc(C2C=C(c3ccc(F)cc3)Nc3ncnn32)cc1 (centres undefined)	40	14	2	3	-8	-12	·	·	-0.4	·
COc1cccc(C(=O)NCC(=O)N/N=C(\C)Cc2ccccc2)c1	7	-3	-1	-3	·	8	-4	-1.6	-0.2	1.7
Cc1ccc2oc(-c3ccc(NC(=O)CC(C)C)cc3)nc2c1	-15	16	-6	30*	-11	-11	-4	-0.3	-5.0	-0.8
N#CCn1c(C2CCCCC2)nc2ccccc2c1=O	-21	0	-4	-2	-6	1	5	0.2	0.2	2.2
O=C(CCc1ccccc1)NC1CCS(=O)(=O)C1 (centres undefined)	·	9	·	7	0	2	·	·	i	0.0
Cc1ccc(S(=O)(=O)NCCn2nc(C)cc2C)cc1	17	5	-4	-2	8	4	-1	-4.5	-0.3	-0.1
CCN(c1ccccc1)S(=O)(=O)c1ccc(C(=O)Nc2ncccc2O)cc1	26	9	-1	0	8	-3	-3	-0.3	-0.6	-1.6
N#CC(C#SN)=C1CCCCC1	10	2	2	5	-1	0	-6	-0.2	·	1.4
Cc1ccc(S(=O)(=O)CC(=O)NC2CC2)cc1	44	7	-3	2	-9	0	-4	-0.9	-0.6	-2.7
O=C(Cn1[nH]c(=O)c2ccccc2c1=O)Nc1cccc(-c2nnc3n2CCCCC3)c1	17	21	·	1	4	1	11	5.3	0.3	-0.4
COC(=O)c1sccc1NC(=O)CN(C)NS(=O)(=O)c1ccc(Cl)cc1	21	13	3	1	-11	2	-10	1.4	i	-0.1
CCOc1c(Cl)cc(CNCCc2c[nH]c3ccccc23)cc1OC	-8	0	3	-3	12	12	-12	2.0	-6.2	·
COCC(=O)Nc1cccc(-c2ccc3nncn3n2)c1	-14	2	-1	0	-8	-18	-6	0.0	-2.2	-2.4
CCCC(=O)Nc1nc(-c2ccc3c(c2)CCN3S(C)(=O)=O)cs1	17	11	1	4	-1	3	3	-1.4	-0.9	·
O=C(OCc1ccc([N+](=O)[O-])cc1)c1ccc2ccccc2n1	-17	0	-2	5	3	-3	0	2.1	-0.2	·
O=C(Nc1cccc(-c2cccc(F)c2)c1)C1CCN(C2CCOCC2)CC1	-31	-2	2	0	-3	3	0	0.3	-0.6	-1.4
COC(CNC(=O)CCCn1nnnc1CN1CCOCC1)c1cccs1 (centres undefined)	9	-2	-1	6	-6	0	·	·	-0.3	-2.5
O=C(NCc1cccnc1)c1cccc(C(F)(F)F)c1	-13	3	2	5	-9	-5	3	0.5	-2.9	-0.1
CC1(C)Cc2noc(N)c2C(C)(C)N1OC(=O)c1scc2c1OCCO2	24	14	0	-2	-9	5	-1	-0.3	-7.1	1.0
O=C(O)c1cc(N2C(=O)CCC2=O)ccc1NCc1cccnc1	23	9	5	13	-18	3	-5	4.1	i	-1.0
CCOc1[nH]n(-c2ccccc2)c(=O)c1C=Nc1ccc(OC)cc1	9	19	3	-3	8	-8	1	0.2	-6.7	-1.4
COc1ccc(CCN2CC(C(=O)N(C)CCc3cn[nH]c3)CCC2=O)cc1 (centres undefined)	9	-3	2	-1	-8	2	·	·	2.0	1.0
CCOC(=O)c1ccc(CNCc2ccc(Br)cc2)cc1	-7	21	3	3	-21	-10	-12	2.2	-0.4	0.1
CCN1C(=O)[C@H]2[C@@H](c3ccc(C(F)(F)F)cc3)N[C@]3(CCCN(Cc4ccc(F)cc4)C3=O)[C@H]2C1=O	·	0	·	-1	·	4	·	·	-2.0	1.3
COc1ccc(NC(=O)COC(=O)C2CCN(S(=O)(=O)c3cccs3)CC2)cc1OC	·	4	·	1	-7	-2	8	2.3	i	-1.8

Random excerpt: six records from the list
SMILES	VHR inh abs	GDH-TPI inh	3CLpro inhibitor	Mtb FBA inh	PriA SSB inh	MazEF act	Rv3671c inh	Mtb UGM inh	BH1578 lux ind	Mtb BioA inh
O=C(CCc1ccccc1)NC1CCS(=O)(=O)C1 (centres undefined)	·	9	·	7	0	2	·	·	i	0.0
COc1ccc(CCN2CC(C(=O)N(C)CCc3cn[nH]c3)CCC2=O)cc1 (centres undefined)	9	-3	2	-1	-8	2	·	·	2.0	1.0
N#CC(C#SN)=C1CCCCC1	10	2	2	5	-1	0	-6	-0.2	·	1.4
COc1cccc(C(=O)NCC(=O)N/N=C(\C)Cc2ccccc2)c1	7	-3	-1	-3	·	8	-4	-1.6	-0.2	1.7
Oc1ccc(C2C=C(c3ccc(F)cc3)Nc3ncnn32)cc1 (centres undefined)	40	14	2	3	-8	-12	·	·	-0.4	·
O=C(OCc1ccc([N+](=O)[O-])cc1)c1ccc2ccccc2n1	-17	0	-2	5	3	-3	0	2.1	-0.2	·

(next part)
SMILES	VHR inh abs	GDH-TPI inh	3CLpro inhibitor	Mtb FBA inh	PriA SSB inh	MazEF act	Rv3671c inh	Mtb UGM inh	BH1578 lux ind	Mtb BioA inh
C/C(=N\NC(=O)c1c(Cl)cnn1C)c1cccnc1	13	4	3	-1	·	-1	·	·	0.7	-1.1
Cc1cc(C)c(NC(=O)COC(=O)C2CCCCC2)c(C)c1	·	5	·	-2	1	-9	-10	-3.3	-4.3	-0.6
CC(C)[C@H](NS(=O)(=O)c1ccc2c(c1)OCCO2)C(=O)OCC(=O)Nc1cc(Cl)ccc1Cl	-2	3	2	0	-13	1	-15	-2.5	i	2.1
Cc1ccc(-n2c(/C=C/c3ccc4c(c3)OCO4)nc3ccccc3c2=O)cc1	-2	·	-3	·	·	·	4	5.0	·	·
CN(C)/C=C1/N=C(c2ccccc2)OC1=O	31	52*	0	0	14	-5	2	1.1	i	-0.5
CCSC1=C(C#N)C(c2ccccc2OC)CC(=O)N1 (centres undefined)	-3	8	-1	4	-4	0	-5	4.5	-0.2	0.5
CN1CCN(C2=C(Cl)C(=O)N(c3cccc(Cl)c3)C2=O)CC1	4	3	5	1	10	-13	-17	-3.1	-6.7	-1.0
COC(=O)C(C(=O)OC)c1ccc(-n2cccc2)cc1	-7	4	-5	4	18	2	3	0.0	i	-0.8
CCOC(=O)N1CC=C2C(C#N)=C(N)C(C#N)(C#N)[C@H](c3ccccc3OCC)[C@H]2C1	31	26	-4	12	-4	7	6	-1.4	-1.0	-1.7
COc1ccc(NC(=O)N(C)[C@H]2C[C@H]3c4[nH]c5ccc(-c6ccc(OC)cc6)cc5c4CCN3C(=O)[C@H]2[C@H](C)O)cc1	·	-6	·	2	·	-11	·	·	-1.1	-0.9
Cc1ccccc1C(=O)N1CCC(C(=O)O)CC1	-14	-9	-5	2	-6	0	0	1.4	-0.4	-0.5
CCCc1nc2ccc(NC(C)=O)cc2c(=O)n1Cc1cccc(Cl)c1	6	13	0	0	-17	-23	-3	-0.4	-0.4	-0.6
S=C(NCc1ccco1)Nc1cc(-c2ccccc2)[nH]n1	3	-5	4	2	8	6	-33	0.5	-0.3	4.1
COc1ccc(CCN=C(N)NS(=O)(=O)c2cccs2)cc1	-3	-1	1	-2	-5	0	-7	-0.4	-0.3	·
COc1ccc(Nc2nccc3c2nnn3C)cc1	4	13	-3	0	-8	6	-5	-2.3	·	0.6
Cc1nc(NC(C)c2ccccc2)c2oc3ccccc3c2n1 (centres undefined)	14	4	3	2	-13	7	-4	-1.3	i	-0.8
NS(=O)(=O)c1cccc(NC(=O)CSc2nc3ccc(Cl)cc3[nH]2)c1	6	11	4	2	-9	-1	-14	-2.1	-0.1	-0.6
CCCc1cc(C(=O)Nc2cc(C)nn2-c2ccccc2)no1	9	-1	5	-3	-9	3	-3	-1.3	-0.2	-0.8
O=C(CN1C(=O)S/C(=C\c2ccc(Cl)cc2)C1=O)NCCCn1ccnc1	-9	25	5	4	-2	5	1	2.7	i	-1.3
O=C1C2C3CC(C(Br)C3Br)C2C(=O)N1c1ccccn1 (centres undefined)	33	-2	0	5	2	2	-12	1.6	i	-0.2
CCC1Oc2ccccc2N(CC(=O)NC2CCCC2)C1=O (centres undefined)	30	13	6	-2	2	1	6	2.3	-0.5	0.0
Nc1cc(C(=O)Nc2ccccc2F)ccc1N1CC2CC(C1)c1cccc(=O)n1C2 (centres undefined)	·	13	·	5	·	9	·	·	i	2.7
Cn1c(N)c(C(=O)c2ccc(F)cc2F)c(=O)n(C)c1=O	18	3	3	1	-17	-1	-8	-2.4	0.1	-1.1
OC(Cn1cncn1)(c1ccccc1)c1ccccc1	4	-7	1	-6	-8	2	2	-2.0	i	1.1
CC(C)CCNC(=O)C1CCCN1C(=O)NC1CCCCC1 (centres undefined)	-9	6	1	2	-9	4	9	-0.1	i	-1.4
SMILES	VHR inh abs	GDH-TPI inh	3CLpro inhibitor	Mtb FBA inh	PriA SSB inh	MazEF act	Rv3671c inh	Mtb UGM inh	BH1578 lux ind	Mtb BioA inh
Cn1cc(-c2ccc(C(=O)NCc3cccc(Cl)c3)c3occc23)cn1	·	1	·	42*	·	·	·	·	-0.6	0.4
N#Cc1nc(COc2ccc(Br)cc2)oc1NCCCn1ccnc1	-11	-2	1	2	19	-9	-8	1.2	i	-0.6
CN(CC(=O)Nc1ccc(Cl)cc1)CC(=O)Nc1cccc2ccccc12	·	0	·	2	2	-3	-6	3.1	-2.9	2.2
CCc1ccc(N2C(=O)NC(=O)/C(=C\c3cccn3CCOc3ccc(C(C)C)cc3)C2=O)cc1	3	-1	-2	4	-6	1	-5	2.4	-0.1	0.9
Cc1cc(C)n(-c2ccc(C(=O)OCn3nnc4ccccc4c3=O)cc2)n1	21	-2	-1	-1	-7	-9	-7	0.9	0.7	-0.3
CCOc1cc(/C=N/NC(=O)c2cccnc2)ccc1O	17	38*	-2	-10	·	-2	9	0.0	0.7	41*
CC(NC(=O)C1CCN(S(=O)(=O)c2ccc(Br)s2)CC1)c1ccccc1 (centres undefined)	15	1	2	-1	-11	7	3	-0.4	i	·
CN1CCN(C(=O)CSc2nc3ccc(NC(=O)c4ccccc4F)cc3s2)CC1	18	14	4	1	-11	2	3	-1.8	-0.2	·
Cc1cc(C)cc(NC(=O)C2CCN(C(=O)[C@@H]3Cc4ccccc4CN3)CC2)c1	28	3	3	-1	-4	-6	-5	-0.7	-0.6	-1.3
O=C(Nc1ccccc1C(=O)Nc1ccccn1)c1ccccc1F	0	-4	-3	2	-7	5	-2	0.2	-0.3	-0.1
O=C(Nc1nnc(COc2ccccc2)s1)c1ccco1	8	15	-3	3	0	-4	-6	-4.9	-0.3	-1.3
COc1ccc(N2CCN(C(=O)Cc3nn(C)c(=O)c4ccccc34)CC2)cc1	-16	-2	7	-2	7	4	5	0.6	i	·
COc1ccc(CCNC(=O)COC(=O)/C=C/c2cccc(F)c2)cc1	·	-2	·	-2	-11	1	4	-2.6	-1.7	-0.9
CCOC(=O)c1[nH]c(C)c(C(=O)N(C)Cc2ccccc2)c1C	6	8	-5	0	7	-7	-5	3.9	i	-0.4
CC(OC(=O)C1=COCCO1)C(=O)Nc1ccc(Oc2ccccc2)cc1 (centres undefined)	35	-4	4	3	-6	-5	-9	0.8	-0.4	-0.6
Cc1ccc(-c2ccnc(-c3ccc(O)cc3)n2)cc1	10	9	5	1	-4	15	-7	1.0	0.2	·
O=C(CCc1nc2ccccc2c(=O)[nH]1)NCc1ccco1	15	2	-4	0	1	-3	4	-0.6	-0.5	·
Cn1c(=O)[nH]c(=O)c2c1nc(N1CCCCC1)n2C/C=N/NC(=O)c1cc(Br)ccc1O	9	11	1	10	i	5	9	-2.1	-0.4	0.1
CCCN1CCC(=O)N([C@H](CSc2ccc(Br)cc2)Cc2ccccc2)CC1	0	-6	·	-2	0	2	-16	-4.3	0.7	1.9
COc1ccc(NC(=O)CCC(=O)c2cccs2)cc1S(=O)(=O)Nc1ccc(Cl)cc1	26	5	0	0	-11	-6	-30	-2.1	-0.3	·
COc1ccccc1NC(=O)C1=C(C)NC(=O)NC1c1ccccc1[N+](=O)[O-] (centres undefined)	-42	0	-2	3	3	-2	9	1.6	-0.9	·
Cc1[nH]nc(SCC(=O)N2CCCCC2)c1[N+](=O)[O-]	2	15	-3	1	10	6	-7	0.2	i	·
CCOc1ccccc1N(CC(=O)Nc1ccc(C)cc1)S(C)(=O)=O	27	4	2	15	-4	-1	5	0.9	-4.3	-0.7

From PubChem BioAssay

Not all compounds are listed; count on the stated rates, not on these rows.
